Screening data deposited in PubChem by several laboratories.
ERa coact inh – blocks coactivator binding to human estrogen receptor alpha | TR-FRET ER-alpha LBD / SRC-1 peptide, estradiol-bound | AID 629 | inhibition, % at 25.6 µM | actives 1.7% (n = 86,000) | P03372; in the data active = inhibition above about 50%;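 note: 0% = receptor plus peptide control and 100% = peptide only without receptor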
Target sequence (P03372 whole entry, looked up, the tested form may be a part): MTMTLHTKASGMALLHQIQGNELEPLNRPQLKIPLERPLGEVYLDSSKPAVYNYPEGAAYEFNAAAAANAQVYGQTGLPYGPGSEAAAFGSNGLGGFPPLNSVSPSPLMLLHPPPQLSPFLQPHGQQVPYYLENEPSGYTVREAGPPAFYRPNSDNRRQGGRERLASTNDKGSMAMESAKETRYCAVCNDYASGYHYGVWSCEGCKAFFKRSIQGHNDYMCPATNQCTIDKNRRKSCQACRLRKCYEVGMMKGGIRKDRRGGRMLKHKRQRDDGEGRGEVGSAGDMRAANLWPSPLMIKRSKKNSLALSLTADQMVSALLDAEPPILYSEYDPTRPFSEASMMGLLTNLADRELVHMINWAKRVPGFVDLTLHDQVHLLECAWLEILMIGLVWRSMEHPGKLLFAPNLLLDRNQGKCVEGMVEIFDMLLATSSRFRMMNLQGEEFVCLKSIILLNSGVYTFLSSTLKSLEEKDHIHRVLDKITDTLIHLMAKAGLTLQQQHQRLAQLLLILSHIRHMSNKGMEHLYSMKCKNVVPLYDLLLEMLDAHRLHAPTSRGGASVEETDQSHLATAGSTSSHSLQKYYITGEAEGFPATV
ERb coact inh – blocks coactivator binding to human estrogen receptor beta. AID 633. actives 1.3% (n = 86,000). inhibition, % at 25.6 µM. Q92731. TR-FRET ER-beta LBD / SRC1-Cy5 peptide binding; receptor agonist-loaded with 1 µM estradiol;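 active = compounds whose percent inhibition of the receptor-coactivator binding signal exceeds about 50% in the single-dose screen, limit read from the data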;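 note: 0% = receptor plus peptide wells without compound and 100% = peptide-only wells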
HUVEC inhibit – inhibitors of human endothelial cell proliferation. viability, % at 10 µM (by protocol). actives 1.1% (n = 86,000). HUVEC proliferation, CellTiter-Glo luminescence, 72 h; active compounds read low;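 active = viability at or below 30%; inactive = viability above 30%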;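 note: 100% = median luminescence of DMSO-only cell control wells on each plate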
CD11b adhes enh – CD11b/CD18-fibrinogen binding enhancement | P05107+P11215 | K562 CD11b/CD18 adhesion to fibrinogen, ATPlite luminescence | activation, % at 10 µM | actives 0.07% (n = 93,000);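 active = 10 µM primary screen giving 50% or more activity, confirmed by 40% or more on retest at that dose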; note: strong numbers were not always called active
Fibroblast inh – blocks proliferation of human lung fibroblasts. LL 47 human lung fibroblast viability, ATP luminescence; active compounds read low. viability, % at 10 µM. actives 1.1% (n = 85,000);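 active = viability at or below 50% in the single dose screen; inactive = viability above 50%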;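 note: compound exposure lasted 72 h before the ATP readout; 100% = median luminescence of untreated cell-only wells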
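Material: Human LL 47 lung fibroblast cells | Input: 1,150 cells/well | Buffer or medium: IMEM plus 15% FBS | Compound dosing: 0.1% DMSO in all compound wells | Times: Overnight cell rest, 72 h compound treatment at 37 °C | Signal: CellTiter-Glo luminescence measuring cellular ATP | Measure: % viability versus median cells-only luminescence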
H69AR inhibit – blocks growth of human H69AR lung tumor cells; H69AR lung tumor viability, ATP luminescence, 72 h; active compounds read low; viability, % at 10 µM; actives 6% (n = 85,000); AID 598;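 active = viability at or below 40%; inactive = viability above 40%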;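 note: multidrug resistant small cell line overexpressing MRP-1 efflux transporter; 100% = mean luminescence of untreated control wells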
Smad3 inh – inhibitors of human Smad3 transcription factor binding | TR-FRET Smad3/Dy647-FoxH1 peptide binding, europium anti-His | inhibition, % at 25 µM | actives 0.29% (n = 88,000);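 active = compounds that reduce the energy-transfer binding signal between the protein and its labelled peptide by more than half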;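 note: 0% = Smad3 plus labelled peptide maximal FRET and 100% = peptide-only background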
Target sequence (P84022 whole entry, looked up): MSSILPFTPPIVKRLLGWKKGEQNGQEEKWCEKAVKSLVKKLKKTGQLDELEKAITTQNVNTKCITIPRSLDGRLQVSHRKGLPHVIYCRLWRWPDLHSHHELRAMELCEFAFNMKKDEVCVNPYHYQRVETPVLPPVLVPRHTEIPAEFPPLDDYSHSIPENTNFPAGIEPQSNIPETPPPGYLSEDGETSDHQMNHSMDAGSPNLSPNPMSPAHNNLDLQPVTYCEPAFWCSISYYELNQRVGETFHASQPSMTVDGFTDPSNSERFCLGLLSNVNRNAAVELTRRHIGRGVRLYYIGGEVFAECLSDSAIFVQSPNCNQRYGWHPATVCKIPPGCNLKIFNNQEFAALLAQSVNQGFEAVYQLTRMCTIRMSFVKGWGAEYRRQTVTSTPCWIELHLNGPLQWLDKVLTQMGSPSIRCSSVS
ERa coact pot – enhances coactivator binding to human estrogen receptor alpha. P03372. TR-FRET ERalpha-LBD/SRC-Cy5 coactivator binding, 2 h; 100 = basal binding, no effect. coactivator binding (% of control), % at 25.6 µM. actives 1.3% (n = 86,000); in the data active = activity above about 200%;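 note: binding measured in presence of low estradiol as agonist stimulus; 0% = peptide alone without receptor and 100% = receptor with peptide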
MT1-MMP txn act – activates MT1-MMP transcription. activation factor at 10 µM. HT1080 MT1-MMP promoter luciferase reporter, luminescence, overnight; active compounds read high. actives 0.16% (n = 86,000);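 active = activation factor of at least 2 for MT1-MMP transcription at 10 µM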
* = called active by the depositor; x = no result given; [ ] = dose if it differs, or a comment. These rows are one share of the data; count on the stated rates, not on these rows.

SMILES	ERa coact inh	ERb coact inh	HUVEC inhibit	CD11b adhes enh	Fibroblast inh	H69AR inhibit	Smad3 inh	ERa coact pot	MT1-MMP txn act
O=S(=O)(Nc1ccc(-c2nc3ccccc3o2)cc1)c1ccccc1	3.4[fluorescence artefact?]	-17.3	91.4	2.5	99.4	91.7	-0.3	66.2[fluorescence artefact?]	1.2
CC(=O)Nc1n[nH]c(S(=O)(=O)Cc2ccc(Cl)cc2Cl)n1	-2.8	-6.4[fluorescence artefact?]	92.6	-4.5	102.1	103.4	-2.3	102.6	1
Cc1cc(Oc2ccc(C#N)cc2)nc(NCc2ccccc2)n1	4.4	6.7	94.0	-5.6	93.6	93.4	9.2	100.5	1
CCc1nc(C)c(-c2ccccc2)c(=O)[nH]1	-9.0	-3.3[fluorescence artefact?]	101.8	x	107.7	87.4	-1.3	119.8	1.1
COC(=O)c1c(NC(=O)c2ccco2)sc2c1C(C(=O)OC)CC2 (centres undefined)	-2.2	-3.5	94.8	-1.9	102.4	75.6	-2.0	118.5	1.1
Cc1ccc(CN(CC2CCCO2)C(=O)CN2C(=O)C(C(C)C)Oc3ccccc32)o1 (centres undefined)	-4.8	-10.8	106.2	2.7	91.9	38.3*	-12.2	83.0	1.1
O=C(Cn1c(=O)sc2ccccc21)Nc1ccc(S(=O)(=O)N2CCCCC2)cc1	-12.6	-21.9[fluorescence artefact?]	82.8	x	107.0	57.5	11.3	121.3	1.1
COCCNC(=O)NC(=O)COC(=O)c1cc([N+](=O)[O-])ccc1Sc1nc(C)cs1	-2.8	-1.9	92.5	-1.7	91.0	69.1	11.3	106.5	1.2
COc1ccccc1OCc1ccc(C(=O)N(C)C)o1	0.2	-11.7	91.4	x	102.4	72.7	-20.0	110.4	1.3
CC(=O)Nc1ccc(-c2csc(NC(=O)c3ccc(C)o3)n2)cc1	3.8	3.9	75.9	24.5	100.8	65.5	16.7	76.6	1.3
Cn1c(=O)oc2cc(S(=O)(=O)NCCN3CCCCCC3)ccc21	5.5	11.8	92.5	x	95.3	91.4	-7.3	95.0[fluorescence artefact?]	1.2
COc1ccc(OCC(=O)O/N=C(\N)Cc2ccc(Cl)cc2)cc1	-4.0	-1.6	108.9	-3.3	103.0	99.1	12.8	110.1	1.1
Cc1nc2ccccc2nc1OCC(=O)Nc1cc(C(F)(F)F)ccc1N1CCOCC1	9.3	-4.1	93.3	1.7	91.8	82.9	9.4	109.5[fluorescence artefact?]	1.2
COC(=O)c1ccc(Cl)c(NC(=O)NC23CC4CC(CC(C4)C2)C3)c1	11.8	11.3	82.4	-2.0	88.6	60.2	-10.1	80.0	1.2
N#CCCCSc1nnc(-c2ccc(Cl)cc2)n1-c1ccccc1	-4.0	-4.5	102.1	-2.9	98.3	73.7	-5.1	111.6	1.3
COc1ccc(Nc2nc3ccccc3c(=O)s2)c(OC)c1	2.1	-1.9	89.5	3.4	96.7	84.5	-2.9	110.2	1
OC1(c2ccccc2)C/C(=N\n2cnnc2)C=C1c1ccccc1 (centres undefined)	-10.9	1.1	85.3	1.1	100.8	102.0	3.7	111.5	1.1
COc1cccc(NC(=O)C2C3C=CC4(O3)C2C(=O)N(C2CC2)C4C(=O)NC2CCCCC2C)c1 (centres undefined)	-3.7	-0.3	93.9	1.6	100.4	89.7	-2.4	111.9	1
C/C(NC(=O)c1ccccc1F)=C1\C(=O)C[C@@H]2[C@H]1C2(C)C	6.6[fluorescence artefact?]	2.3[fluorescence artefact?]	94.0	-4.5	102.5	100.6	7.1	97.0	1.7
Cc1nn(-c2ccccc2)c(Cl)c1C1C(C#N)=C(N)Oc2c1c(C)nn2-c1ccccc1 (centres undefined)	-5.6	-5.9	74.6	-2.5	98.7	5.1*	-5.5	85.4	1.2
CCOC(=O)N1CCN(C(=O)Cn2ncc3c2-c2ccccc2OC3)CC1	8.0	4.6	103.0	0.8	97.7	83.4	-10.0	99.1	1.1
COc1ccc2[nH]c3c(NCCCN4CCCC4=O)ncnc3c2c1	-0.7	-9.1	84.7	1.8	96.7	93.5	2.7	102.7	1.5
Cc1nc2sc(C(c3ccco3)N3CCc4ccccc4C3)c(O)n2n1 (centres undefined)	-25.1	-14.5	92.4	x	99.5	85.9	4.2	90.8	1.2
Cc1ccc2c(c1)c1cccc3c1n2CCN3CCC(N)=O	10.6[fluorescence artefact?]	60.2*[fluorescence artefact?]	21.2*	28.0	85.9	95.4	-0.7	71.8[fluorescence artefact?]	1.7
O=C(Cn1c(-c2ccccn2)nc2ccccc21)NCCN1CCOCC1	-3.4	3.7	101.4	-1.1	99.2	89.5	7.8	94.9[fluorescence artefact?]	0.8
SMILES	ERa coact inh	ERb coact inh	HUVEC inhibit	CD11b adhes enh	Fibroblast inh	H69AR inhibit	Smad3 inh	ERa coact pot	MT1-MMP txn act
CC(C)(C)c1ccc(C(=O)Nc2ccc(CC(=O)O)cc2)o1	10.9	0.7	88.2	-3.1	99.4	91.8	5.7	107.3	x
Cc1ccc(S(=O)(=O)NC(=O)Nc2ncc3c(n2)CC(c2ccco2)CC3=O)cc1 (centres undefined)	11.7	27.8	100.5	4.3	96.3	72.9	-8.6	94.6	1.1
COc1ccc(-n2nnc3c(SCc4ccccc4)ncnc32)cc1	6.3[fluorescence artefact?]	-0.7[fluorescence artefact?]	106.1	-0.4	97.3	79.3	-0.4	120.7[fluorescence artefact?]	1
NC1=NC(c2ccc(Cl)cc2)n2c(nc3ccccc32)N1 (centres undefined)	26.4	-4.1	101.9	-0.7	101.8	95.8	-1.7	43.1[fluorescence artefact?]	1.2
CCC(NS(=O)(=O)c1ccc(OC)cc1)C(=O)O (centres undefined)	-9.8	4.5	93.4	1.7	95.1	96.0	0.9	108.3	1.1
COc1ccc2oc(=O)c(-c3nc4ccccc4o3)cc2c1	-16.0[fluorescence artefact?]	-3.8[fluorescence artefact?]	97.9	x	97.2	68.7	4.9	97.5	1.5
CCOc1ccc2nc(SCC(=O)N(C)C3CCS(=O)(=O)C3)[nH]c2c1 (centres undefined)	-5.4	7.0	100.6	-0.6	95.6	90.4	-0.8	129.0[fluorescence artefact?]	1.2
COC(=O)c1ccc(Oc2cc(C)nc(SC)n2)cc1	-4.1	1.5	57.1	-6.4	57.6	30.1*	6.9	81.8[fluorescence artefact?]	0.6
COC(=O)C1ON2OC(C(=O)OC)C(C(=O)OC)C2C1CC(C)=O (centres undefined)	-5.7	-3.0	107.0	-0.3	99.9	79.8	-10.2	117.1	1
C=C(C)C1Cc2c(C)nn(-c3ccccc3)c2C1 (centres undefined)	-4.8	-6.0	98.3	-3.7	87.8	91.9	26.6[fluorescence artefact?]	102.4	1.1
CCOC(=O)c1cnn(-c2nc3sc4c(c3c(=O)[nH]2)CCCC4)c1N	0.5	22.4[fluorescence artefact?]	36.7	0.2	45.1*	29.5*	-2.1	131.9	1
CSCCC(NC(=O)c1c(C)oc2c1CCCC2)C(=O)O (centres undefined)	-7.1	-6.9	95.0	0.3	95.9	96.5	-5.2	108.6	1
CCN(CC(=O)NC1CCCCCC1)S(=O)(=O)c1ccccc1	5.8	4.8	109.4	0.4	104.9	70.1	7.9[fluorescence artefact?]	109.2	1.2
O=C(NCC(F)(F)F)Nc1ccccn1	-2.7	-8.4	98.0	-0.9	105.6	107.5	-8.3	105.7	x
CCCC(=O)Nc1ccc(C(=O)NCC(=O)OCC)cc1	1.2	-9.8	99.3	-4.0	109.8	94.1	8.0	110.2	x
CCOC(=O)COc1ccc2c(c1)C(=O)CC1(CCCCC1)O2	2.5	5.5	82.7	16.2	97.5	88.0	-5.7	95.4	1
COC(=O)CSc1nc(-c2cccs2)ccc1C#N	-19.2	-9.0	99.7	-3.9	96.2	36.6*	-5.7	111.9[fluorescence artefact?]	1.9
Cc1ccc(-c2nnn(CC(=O)N(CC(=O)NC3CCCCC3)c3ccc(F)c(Cl)c3)n2)o1	-11.0	8.2	36.5	x	39.8*	8.3*	-12.6	107.2	1.1
Cc1c(NS(=O)(=O)c2ccc3[nH]c(=O)[nH]c3c2)c(=O)n(-c2ccccc2)n1C	-10.4	0.1	102.2	0.5	97.3	90.2	4.7	129.9	1.2
COc1ccc(Cl)cc1C(=O)NCc1cnn(C)c1C	-6.3	-10.6	92.9	x	102.3	98.3	-1.9	112.2	1.2
COc1ccc(S(=O)(=O)N2CCSC2c2ccccc2)cc1 (centres undefined)	-2.4	-10.3	85.2	-1.2	94.0	60.1	6.6	101.8	1.1
CCC(Sc1ccc2nnc(-c3ccc(OC)c(OC)c3)n2n1)C(=O)O (centres undefined)	-4.6	15.1	116.6	1.3	102.4	93.5	26.1[fluorescence artefact?]	90.6	1
CCC(c1c(C)[nH]oc1=O)c1c(C)[nH]oc1=O	-6.4	-7.5	91.1	-2.1	99.8	91.7	1.6	127.5[fluorescence artefact?]	1.2
CC1CC(NS(=O)(=O)c2cccs2)CC(C)(C)C1 (centres undefined)	2.0[fluorescence artefact?]	6.6[fluorescence artefact?]	96.2	0.3	96.6	93.9	-5.1	114.1[fluorescence artefact?]	1.1
COc1ccc(OC)c(S(=O)(=O)Nc2ccccc2F)c1	-7.4	-25.7	100.8	4.2	100.3	94.7	6.7	100.6	1

Quoted at random: five entries already listed
SMILES	ERa coact inh	ERb coact inh	HUVEC inhibit	CD11b adhes enh	Fibroblast inh	H69AR inhibit	Smad3 inh	ERa coact pot	MT1-MMP txn act
COC(=O)c1ccc(Oc2cc(C)nc(SC)n2)cc1	-4.1	1.5	57.1	-6.4	57.6	30.1*	6.9	81.8[fluorescence artefact?]	0.6
C=C(C)C1Cc2c(C)nn(-c3ccccc3)c2C1 (centres undefined)	-4.8	-6.0	98.3	-3.7	87.8	91.9	26.6[fluorescence artefact?]	102.4	1.1
COc1ccc(Cl)cc1C(=O)NCc1cnn(C)c1C	-6.3	-10.6	92.9	x	102.3	98.3	-1.9	112.2	1.2
Cc1ccc(-c2nnn(CC(=O)N(CC(=O)NC3CCCCC3)c3ccc(F)c(Cl)c3)n2)o1	-11.0	8.2	36.5	x	39.8*	8.3*	-12.6	107.2	1.1
CCC(NS(=O)(=O)c1ccc(OC)cc1)C(=O)O (centres undefined)	-9.8	4.5	93.4	1.7	95.1	96.0	0.9	108.3	1.1

Remaining list, next part.
SMILES	ERa coact inh	ERb coact inh	HUVEC inhibit	CD11b adhes enh	Fibroblast inh	H69AR inhibit	Smad3 inh	ERa coact pot	MT1-MMP txn act
CCOc1cc(C(=O)Nc2cc(=O)n(C)c(=O)n2C)cc(OCC)c1OCC	6.5[fluorescence artefact?]	1.3[fluorescence artefact?]	96.4	10.3	97.9	101.0	-1.2	118.5[fluorescence artefact?]	1.1
CN1/C(=C/C2CC(=O)NC2=O)C(C)(C)c2ccccc21 (centres undefined)	-9.1	-13.7[fluorescence artefact?]	99.8	-3.6	102.2	98.7	7.7	109.4	1.1
COCCNC(=O)C(OC(=O)CC1Sc2ccccc2NC1=O)c1ccccc1 (centres undefined)	-25.2	-19.8	91.0	x	95.5	79.6	-3.7	96.3	1.4
CCC1Oc2ccccc2N(CC(=O)NCCCN2CCN(Cc3ccccc3)CC2)C1=O (centres undefined)	-2.2	-0.8	90.5	3.2	95.7	97.2	13.4	121.3	1.1
CCOc1ccc(Br)cc1S(=O)(=O)Nc1ccccc1N1CCOCC1	2.7	-0.3	98.8	0.6	85.2	68.8	-3.1	88.4	1.3
Cc1ccc(NC(=O)COc2ccc(-n3ccnc3)cc2)cc1Cl	-7.2	-16.0	63.4	0.4	86.3	100.6	-6.4	95.4	1.2
COc1ccc(CC2NCCC3(O)CCCCC23)cc1 (centres undefined)	-1.1[fluorescence artefact?]	-1.6[fluorescence artefact?]	97.8	-2.4	94.2	94.0	7.4[fluorescence artefact?]	120.2[fluorescence artefact?]	1.3
